Screens deposited in PubChem BioAssay by Broad Institute.
PAX8 inh HTS: inhibitors of PAX8 transcriptional activity in RMG-I cells; 1.2% of 360,000 active; inhibition, % at 12.6 µM; AID 652154; RMG-I TPO-luciferase reporter, SteadyGlo, 24 h;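 active means mean replicate inhibition at least 60% with every replicate also reaching 60%; inconclusive means only one of the two criteria is met; inactive means mean below 60% and not all replicates reaching 60%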;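 further: luciferase light reporting Pax8 driven TPO promoter activity; plate controls were median of neutral control wells for no effect and mitoxantrone controls for full effect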
ARNT-TACC3 inh: disruptors of human ARNT/TACC3 interaction. Q9Y6A5. AlphaScreen His-ARNT PAS-B/GST-TACC3 binding, luminescence; TACC3 fragment carries E629A point mutation. inhibition, % at 9.99 µM. 0.66% of 390,000 active;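 active means mean inhibition of replicates at least 50% and at least half of replicates each reaching 50%; inconclusive means half or more replicates reach 50% but mean below 50%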;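 further: 0% = complete ARNT plus TACC3 wells and 100% = ARNT alone without TACC3; many hits fall short of the cut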
SIRT5 block: blocks human SIRT5 desuccinylation of peptide; Q9NXA8; Purified SirT5, succinyl-peptide AMC, trypsin-coupled fluorescence; inhibition, % at 15 µM; 1.1% of 330,000 active; in the data active means inhibition above about 15%; inconclusive means no clear call, values can overlap the other calls
Target sequence (Q9NXA8 whole entry, looked up): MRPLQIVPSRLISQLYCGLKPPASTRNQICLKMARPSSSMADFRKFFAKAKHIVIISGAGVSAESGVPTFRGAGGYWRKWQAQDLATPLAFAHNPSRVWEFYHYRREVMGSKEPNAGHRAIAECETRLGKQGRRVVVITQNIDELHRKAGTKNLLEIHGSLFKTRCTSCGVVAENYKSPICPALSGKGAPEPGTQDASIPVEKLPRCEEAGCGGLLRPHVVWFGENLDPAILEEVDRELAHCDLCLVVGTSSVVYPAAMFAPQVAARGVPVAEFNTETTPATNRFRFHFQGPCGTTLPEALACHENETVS
DENV2 CPE rescue: inhibitors of DENV2 cytopathic effect. AID 651640. CPE inhibition, % at 9.99 µM. 1.7% of 350,000 active. DENV2-infected cells, cytopathic effect rescue, plate reader; in the data active means CPE inhibition above about 20%, passing the limit was not always enough; inconclusive means no clear call, values can overlap the other calls; tested in BHK-21 cells;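 further: 0% = median of neutral control wells and 100% = median of positive control wells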
EWS-Fli inh: EWS/Fli transcriptional activity inhibition; A673 NR0B1-luciferase reporter, viability-normalised; inhibition, % at 12.6 µM; 0.67% of 350,000 active;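 active means mean inhibition of at least 50% after viability correction, with every replicate also passing that limit; inconclusive means mean reaches 50% but only one of two replicates passes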;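 further: firefly luciferase signal divided by Alamar Blue viability fluorescence both relative to DMSO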
LGR2 antag: blocks bursicon-induced cAMP signaling via Drosophila LGR2 | HEK293 LGR2, CRE-luciferase, bursicon-stimulated, 4 h | inhibition, % at 9.99 µM | 0.35% of 380,000 active | AID 720647;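 active means drop in luminescence signal, shown as inhibition above about 50% in the replicate tests, limit read from the data, passing the limit was not always enough; inconclusive means probably only some replicates passing the limit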;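 further: agonist challenge used bursicon conditioned medium at about half maximal strength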
Casp6 inh: blocks human caspase-6 cleavage activity; P55212; purified caspase-6, Z-VEID-R110 cleavage fluorescence; inhibition, % at 12.5 µM; 0.53% of 350,000 active; AID 686996;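 active means mean inhibition across replicates at least about 35%, with every replicate also reaching that limit, limit read from the data; inconclusive means only one of the two criteria met; inactive means neither criterion met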;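 further: 0% = median of neutral control wells and 100% = no fluorescence left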
Target sequence (P55212 24-179 limits assumed): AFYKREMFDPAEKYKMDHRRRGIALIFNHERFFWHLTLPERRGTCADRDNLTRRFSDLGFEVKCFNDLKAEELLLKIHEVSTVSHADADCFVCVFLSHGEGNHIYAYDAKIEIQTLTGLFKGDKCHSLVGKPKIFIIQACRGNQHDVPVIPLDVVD
Target sequence (P55212 194-293 limits assumed): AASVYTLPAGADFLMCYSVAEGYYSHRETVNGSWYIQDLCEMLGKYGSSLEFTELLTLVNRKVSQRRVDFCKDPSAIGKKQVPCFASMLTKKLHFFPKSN
* marks the source's active call; other numbers are inactive results; ? = inconclusive; . = no result given.

SMILES	PAX8 inh HTS	ARNT-TACC3 inh	SIRT5 block	DENV2 CPE rescue	EWS-Fli inh	LGR2 antag	Casp6 inh
COc1ccc(S(=O)(=O)Nc2ccc3c(c2)C(=O)N([C@@H](C)CO)C[C@H](C)[C@H](CN(C)Cc2ccc(-c4ccccc4)cc2)O3)cc1	.	3	1	-2	-5	10	7
C[C@@H]1CN([C@H](C)CO)C(=O)CCCn2cc(nn2)CO[C@@H]1CN(C)Cc1cccc2c1OCCCO2	-9	.	.	.	-1	-19	.
O=C1CCCN1CN(C(=O)c1ccccc1)c1ccccc1	6	39	-3	13	2	-4	-5
COc1ccc(NS(=O)(=O)c2cn(C)c(=O)n(C)c2=O)cc1	-2	5	-2	1	0	2	2
COc1ccc(C(=O)OCC(=O)NCc2cccs2)c(OC)c1OC	6	0	-2	-3	3	5	1
O=C(NCC[C@H]1CC[C@@H](NC(=O)c2ccccc2F)[C@H](CO)O1)c1ccc2c(c1)OCO2	12	-21	4	-4	-12	7	1
COc1ccc2oc(-c3ccc(C)c(NC(=O)CSc4ccc(Cl)cc4)c3)nc2c1	.	3	-3	0	14	-32	0
O=C(N[C@@H]1CC[C@H](CCNS(=O)(=O)c2ccc(Cl)cc2)O[C@H]1CO)c1ccccn1	-4	31	4	0	-8	4	0
CCCC#Cc1ccc2c(c1)O[C@H](CN(C)C(=O)c1cnccn1)[C@H](C)CN([C@@H](C)CO)S2(=O)=O	.	7	-4	-2	-2	-2	-1
CCCCC1C2C(=O)N(c3ccccc3)C(=O)C2ON1c1ccccc1 (stereo not given)	-4	-3	-1	-3	-3	0	2
Cc1ccc(C)c(N2CCN(C3CCCC(C)C3)CC2)c1 (stereo not given)	7	-12	-3	-4	10	10	2
CCCS(=O)(=O)NC(=O)C1(C)CCN(C(=O)c2cccc(C)c2C)C1 (stereo not given)	11	.	5	13	-6	-10	-3
C[C@H](O)C#Cc1cnc2c(c1)C(=O)N([C@@H](C)CO)C[C@H](C)[C@@H](CN(C)CC1CCOCC1)O2	-13	-11	-4	-1	5	-7	-2
COc1cc(OC)cc(C(=O)NN2CCOCC2)c1	-2	-3	-1	6	-1	-4	-4
Cc1c(Cc2ccccc2)c(=O)oc2cc(OCC(N)=O)ccc12	7	-11	-2	-5	15	4	-2
NC(=O)c1ccc(NCCc2ccccc2)c([N+](=O)[O-])c1	-14	0	-3	3	-18	-29	0
CC(Oc1ccc2oc3ccccc3c2c1)C(=O)NC12CC3CC(CC(C3)C1)C2 (stereo not given)	2	2	-4	1	1	.	1
Cc1ccc(NC(=O)Cn2nnc(-c3ccc4c(c3)OCO4)n2)cc1F	13	-5	.	2	7	-12	-2
CSCCC(NS(=O)(=O)c1cccc(C(F)(F)F)c1)C(=O)N(C)Cc1ccc2c(c1)OCCO2 (stereo not given)	14	-13	4	10	10	2	3
Cc1cc(C)cc(NC(=O)CN2CCN(CCN=CC3=C(O)CC(c4ccc(Cl)cc4)CC3=O)CC2)c1 (stereo not given)	-2	-9	-9	.	-10	.	-5
Cc1ccc(S(=O)C(c2ccccc2)c2ccccc2)cc1 (stereo not given)	10	-10	-1	?	0	-1	-3
O=C(O)c1cccc(C(=O)O)c1S(=O)Cc1ccccc1 (stereo not given)	3	.	.	7	5	-5	-4
Cc1cccc(CC(=O)NCC(=O)NCc2cc(=O)n(C)c(=O)n2C)c1	-5	2	8	-4	2	-8	4
CCc1ccc2c(CN3CCc4cc(OC)c(OC)cc4C3)cc(=O)oc2c1	-6	-7	.	.	.	7	.
Cc1ccc(N/N=C(\C#N)C(=O)c2ccsc2)cc1	-52	2	.	-2	-21	-13	1
COC(=O)C1=C(C)N(Cc2cccc(C(F)(F)F)c2)C(=NCc2ccc3c(c2)OCO3)NC1c1ccc(F)cc1 (stereo not given)	-25	.	3	?	0	7	15
CC(=O)Nc1ccc(C(=O)NCC(c2ccco2)N(C)C)cc1 (stereo not given)	-74	-5	-2	-5	3	6	-1
CC(C)Cc1nnc(NC(=O)Nc2ccccc2)s1	-197	-3	-7	5	-85	-114	0
C[C@@H](NC(=O)C[C@H]1CC[C@H]2[C@@H](COC[C@@H](O)CN2Cc2ccc(C(F)(F)F)cc2)O1)c1ccccc1	15	7	17*	-1	6	1	-1
COc1ccc2c3c([nH]c2c1)[C@H](CO)N(S(C)(=O)=O)CC31CCN(Cc2ccccc2)CC1	.	.	.	-13	1	-5	.
C[C@H](CO)N1C[C@H](C)[C@H](CN(C)Cc2ccncc2)Oc2ccc(NC(=O)C3CC3)cc2CC1=O	1	-7	2	-3	-2	-27	-2
CC(CNS(=O)(=O)c1ccccc1)Sc1nncn1C (stereo not given)	-20	-5	0	2	-7	6	-2
COc1ccc(S(=O)(=O)N2CCOCC2)cc1NC(=O)COc1ccc2c(C)cc(=O)oc2c1	0	0	-3	-1	0	-10	0
N#Cc1nc(-c2ccccc2F)oc1NCc1ccccc1	-28	9	.	?	4	-3	-2
NCC[C@H]1CC[C@H](NC(=O)C2CCCC2)[C@@H](CO)O1	7	5	1	0	0	5	-8
C[C@@H]1CN([C@@H](C)CO)C(=O)Cc2cc(NC(=O)Nc3ccc4c(c3)OCO4)ccc2O[C@H]1CN(C)Cc1ccc(-c2ccccc2)cc1	32	-3	0	2	4	2	2
O=C(CSc1ccc(-c2ccc(F)cc2)nn1)NCCc1ccccc1	-1	4	2	3	-23	20	1
Cc1cc(=O)[nH]c(N/N=C/c2c(C)nn(-c3ccc(F)cc3)c2Cl)n1	-3	-2	-1	4	3	0	-1
Cc1cccc(NC(=O)CN(C)C(=O)C2CC2)c1C	5	7	-3	0	-2	-24	3
COc1ccc2oc(C(=O)OCC(=O)N3CCN(C(C)=O)CC3)c(C)c2c1	-1	2	-6	8	-6	-2	11
C[C@@H]1CN([C@H](C)CO)S(=O)(=O)c2ccc(C#CC(C)(C)O)cc2O[C@H]1CN(C)Cc1ccccc1	.	0	2	-5	21	15	0
O=C(C[C@H]1C=C[C@H](NC(=O)C2CC2)[C@H](CO)O1)NC1CCC1	-6	.	.	.	4	-1	.
C[C@@H]1CN([C@H](C)CO)C(=O)c2cc(NS(=O)(=O)c3ccccc3)ccc2O[C@@H]1CN(C)S(=O)(=O)c1ccccc1	-5	-6	-2	-4	-3	9	2
Cc1cc(N2CCOCC2)ccc1/C=C\[N+](=O)[O-]	-13	1	0	.	?	.	-2
C/C(=N\N=C(/C)c1cccc(N)c1)c1cccc(N)c1	-76	.	-1	-2	-70	.	-4
C[C@H]1CN([C@@H](C)CO)C(=O)Cc2cc(NS(=O)(=O)c3ccc(Cl)cc3)ccc2O[C@@H]1CN(C)Cc1ccc(C(F)(F)F)cc1	25	-14	1	11	4	25	4
COC(=O)c1cnc(SCc2ccc([N+](=O)[O-])cc2)n1C	-8	.	1	-3	-4	-3	-1
COc1ccccc1/C=C/C=c1\sc2nc(=O)c(Cc3ccccc3)nn2c1=O	3	7	0	4	11	6	6
COc1ccc(NC(=O)Nc2cccc3c2O[C@H](CN(C)C)[C@H](C)CN([C@@H](C)CO)C3=O)cc1	11	-2	-2	-1	-10	-21	-2
CC(=O)Nc1cccc(C(=O)OCC(=O)NNC(=O)c2cccs2)c1	-9	5	-4	-8	-12	-2	2
COc1cccc(CNC(=O)c2ccc(C)c(NC3=NC4CS(=O)(=O)CC4S3)c2)c1 (stereo not given)	3	-3	5	0	0	-3	-1
COc1ccc(NC(=O)N(C)C[C@@H]2Oc3ccc(NC(=O)NC4CCCCC4)cc3CC(=O)N([C@H](C)CO)C[C@H]2C)cc1	-13	0	-2	-7	-6	18	-3
O=C(O)c1ccc(NC(=S)N2CCCCC2)cc1	-21	1	0	-4	-6	-5	2
COCC(=O)N1CCCCN2[C@@H](CO)[C@H](c3ccc(-c4ccccc4)cc3)[C@@H]2C1	-15	1	-1	.	-17	-23	-9
O=C(NC1CCN(Cc2ccccc2)CC1)C1CCN(S(=O)(=O)c2ccccc2)CC1	32	.	-2	?	18	-1	-2
O=C(COc1ccc2c3c(c(=O)oc2c1)CCC3)Nc1ccc(CN2CCOCC2)cc1	-4	3	-2	-4	-14	0	-4
O=C1OCc2ccc([N+](=O)[O-])cc21	-22	-7	-1	0	-4	-6	-4
Cc1cc2occ(CC(=O)N(CCC(C)C)c3c(N)n(Cc4ccccc4)c(=O)[nH]c3=O)c2cc1C	4	.	-4	11	8	-8	1
Cc1ccc2c(c1)N(CC(=O)NC1CCCC1)C(=O)C(C)O2 (stereo not given)	-1	-8	0	0	-14	2	-5
CC1(C)NC(=O)N(CCCCOc2ccc(Cl)cc2C=O)C1=O	14	-3	-2	0	9	10	0
The list goes on.
SMILES	PAX8 inh HTS	ARNT-TACC3 inh	SIRT5 block	DENV2 CPE rescue	EWS-Fli inh	LGR2 antag	Casp6 inh
Cc1noc(C)c1S(=O)(=O)Nc1ccc2c(c1)C(=O)N([C@@H](C)CO)C[C@H](C)[C@@H](CN(C)C(=O)Nc1ccc(F)cc1)OCCCC[C@H](C)O2	16	18	4	0	1	-4	-1
COc1ccc(C(C)=O)cc1COC(=O)c1ccc(S(=O)(=O)N2CCOCC2)cc1	.	0	3	.	.	.	-2
CS(=O)(=O)N(CC(N)=O)Cc1ccc(Cl)cc1	.	1	3	-2	-5	-12	-1
Cc1cc2c(ncn2Cc2ccccc2)c(N)c1C	-1	0	-7	5	2	-2	.
O=C(CN1C2CCCC1CC(NC(=O)C1CCCCC1)C2)Nc1ccccc1C(F)(F)F (stereo not given)	41	-5	6	-2	9	18	3
O=C(NC1CCCC1)N1CCCCN2[C@H](CO)[C@@H](c3ccc(-c4cncnc4)cc3)[C@H]2C1	22	-6	5	-4	-5	-19	-9
Cc1noc(C)c1NC(=O)Nc1ccc2c(c1)C(=O)N([C@H](C)CO)C[C@H](C)[C@H](CN(C)C(=O)Cc1ccccc1)OCCCC[C@H](C)O2	-23	-6	7	10	2	4	0

Ordered by SMILES length (lowest first): some entries from above.
SMILES	PAX8 inh HTS	ARNT-TACC3 inh	SIRT5 block	DENV2 CPE rescue	EWS-Fli inh	LGR2 antag	Casp6 inh
C/C(=N\N=C(/C)c1cccc(N)c1)c1cccc(N)c1	-76	.	-1	-2	-70	.	-4
COc1ccc(C(=O)OCC(=O)NCc2cccs2)c(OC)c1OC	6	0	-2	-3	3	5	1
COc1cccc(CNC(=O)c2ccc(C)c(NC3=NC4CS(=O)(=O)CC4S3)c2)c1 (stereo not given)	3	-3	5	0	0	-3	-1

Of the compounds above, 11 have fluorine.
SMILES	PAX8 inh HTS	ARNT-TACC3 inh	SIRT5 block	DENV2 CPE rescue	EWS-Fli inh	LGR2 antag	Casp6 inh
O=C(NCC[C@H]1CC[C@@H](NC(=O)c2ccccc2F)[C@H](CO)O1)c1ccc2c(c1)OCO2	12	-21	4	-4	-12	7	1
Cc1ccc(NC(=O)Cn2nnc(-c3ccc4c(c3)OCO4)n2)cc1F	13	-5	.	2	7	-12	-2
CSCCC(NS(=O)(=O)c1cccc(C(F)(F)F)c1)C(=O)N(C)Cc1ccc2c(c1)OCCO2 (stereo not given)	14	-13	4	10	10	2	3
COC(=O)C1=C(C)N(Cc2cccc(C(F)(F)F)c2)C(=NCc2ccc3c(c2)OCO3)NC1c1ccc(F)cc1 (stereo not given)	-25	.	3	?	0	7	15
C[C@@H](NC(=O)C[C@H]1CC[C@H]2[C@@H](COC[C@@H](O)CN2Cc2ccc(C(F)(F)F)cc2)O1)c1ccccc1	15	7	17*	-1	6	1	-1
N#Cc1nc(-c2ccccc2F)oc1NCc1ccccc1	-28	9	.	?	4	-3	-2
O=C(CSc1ccc(-c2ccc(F)cc2)nn1)NCCc1ccccc1	-1	4	2	3	-23	20	1
Cc1cc(=O)[nH]c(N/N=C/c2c(C)nn(-c3ccc(F)cc3)c2Cl)n1	-3	-2	-1	4	3	0	-1
C[C@H]1CN([C@@H](C)CO)C(=O)Cc2cc(NS(=O)(=O)c3ccc(Cl)cc3)ccc2O[C@@H]1CN(C)Cc1ccc(C(F)(F)F)cc1	25	-14	1	11	4	25	4
Cc1noc(C)c1S(=O)(=O)Nc1ccc2c(c1)C(=O)N([C@@H](C)CO)C[C@H](C)[C@@H](CN(C)C(=O)Nc1ccc(F)cc1)OCCCC[C@H](C)O2	16	18	4	0	1	-4	-1
O=C(CN1C2CCCC1CC(NC(=O)C1CCCCC1)C2)Nc1ccccc1C(F)(F)F (stereo not given)	41	-5	6	-2	9	18	3
